Ecoli viability = reduces bacterial viability in AddAB counter-screen. E. coli V3065 growth, OD600 absorbance, 18 h. inhibition, % at 11.9 µM. 0.27% of 330,000 active. AID 449728;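 active = inhibition above the campaign's mean inhibition across all tested compounds plus 3 SD, cut at about 9.9% in these data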;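 note: uninfected addAB+ strain grown without phage in ampicillin broth; 0% = DMSO wells and 100% = ciprofloxacin 0.95 µg/ml wells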
SUMO Mot1 rescue = blocks SUMOylation pathway, rescuing yeast Mot1-301 growth; S. cerevisiae Mot1-301 growth rescue, ATP luminescence, 38.5C; percent above DMSO median, 100 means doubled; growth rescue, % at 18.8 µM; 1% of 320,000 active; AID 2716;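 active = every valid replicate shows activation above 250% relative to neutral control wells; inactive = the rest, any valid replicate at or below 250%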;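 note: OY570 slx delta 5 strain wells were the positive control but not used for scaling; some compounds called inactive have numbers as strong as hits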
PfHsp90 set2 = inhibits growth of yeast expressing Plasmodium falciparum Hsp90 | S. cerevisiae expressing PfHsp90, BacTiter-Glo ATP, 48 h; yeast lacking PDR1 and PDR3 efflux regulators | inhibition, % at 9.4 µM | 0.32% of 310,000 active | AID 504621;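 active = every replicate shows inhibition above about 80%, whatever the replicate mean, limit read from the data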;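 note: 0% = DMSO neutral controls and 100% = 20 µM radicicol positive controls; yeast relying on Plasmodium falciparum Hsp90 in place of its own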
AddAB inh = less growth of phage-infected E. coli with AddAB; AID 435030; E. coli expressing H. pylori AddAB, absorbance growth; inhibition, % at 11.9 µM; 0.29% of 330,000 active; in the data active = inhibition above about 12%;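 note: 0% = vehicle wells of infected cells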
MOR-DOR inv ag = inverse agonist of human OPRM1-OPRD1 heterodimerization. P35372+P41143. cell-based MOR-DOR heterodimer luminescence, inverse agonism. inhibition, % at 9.3 µM. 0.21% of 340,000 active. AID 504357; in the data active = inhibition above about 22%, passing the limit was not always enough;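 note: 0% = cells with DMSO and 100% = wells without cells with DMSO; values of inactives mirror those of a sister screen read the other way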
Target sequence (P35372 whole entry, looked up): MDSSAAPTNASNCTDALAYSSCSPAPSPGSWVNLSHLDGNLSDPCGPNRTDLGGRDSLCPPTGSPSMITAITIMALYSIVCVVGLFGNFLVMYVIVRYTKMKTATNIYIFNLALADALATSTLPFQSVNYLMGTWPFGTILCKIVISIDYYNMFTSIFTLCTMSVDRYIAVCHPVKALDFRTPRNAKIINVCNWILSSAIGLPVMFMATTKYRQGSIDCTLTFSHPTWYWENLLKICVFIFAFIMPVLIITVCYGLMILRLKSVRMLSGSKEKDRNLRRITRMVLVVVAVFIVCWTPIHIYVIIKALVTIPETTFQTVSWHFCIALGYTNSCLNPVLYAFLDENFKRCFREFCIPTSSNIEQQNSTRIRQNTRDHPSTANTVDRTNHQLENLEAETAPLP
Target sequence (P41143 whole entry, looked up): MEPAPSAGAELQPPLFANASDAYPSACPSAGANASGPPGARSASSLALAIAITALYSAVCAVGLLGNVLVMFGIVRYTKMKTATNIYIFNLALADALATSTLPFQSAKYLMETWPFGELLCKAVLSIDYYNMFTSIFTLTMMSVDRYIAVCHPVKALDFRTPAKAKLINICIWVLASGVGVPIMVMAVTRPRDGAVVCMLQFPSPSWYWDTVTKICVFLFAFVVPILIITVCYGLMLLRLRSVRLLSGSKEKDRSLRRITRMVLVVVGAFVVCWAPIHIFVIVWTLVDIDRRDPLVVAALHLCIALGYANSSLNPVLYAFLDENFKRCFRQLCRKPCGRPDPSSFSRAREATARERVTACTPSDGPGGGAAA
DSG3 Ab inh = inhibitors of pemphigus antibody binding to human desmoglein-3 | 0.48% of 310,000 active | binding (percent of control), % at 10 µM | P32926 | AID 588358 | DSG3-coupled beads, scFv-anti-DSG3-GFP binding, flow cytometry; hits give low values;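 active = binding more than 3 SD below its plate's average and above zero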;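 note: hits lower antibody fragment binding to DSG3; some compounds called inactive have numbers as strong as hits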
MOR-DOR ag = OPRM1-OPRD1 heterodimerization agonism | cells, luminescence | 0.3% of 340,000 active | activation, % at 9.3 µM; in the data active = activation above about 18%;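 note: 0% = vehicle-treated cells and 100% = reference agonist; values of inactives mirror those of a sister screen read the other way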
PKA-R1A act = activators of PKA-R1A complex | P00514+P68181 | PKA-R1A dissociation, Cy5-IP20 fluorescence polarization; scaled: DMSO 0%, 113 µM cGMP 100% | activation, % at 11.4 µM | 0.083% of 340,000 active | AID 504707;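 active = percent activation above the mean of all tested compounds plus 3 SD, cut at about 19% in these data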;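 note: higher means more PKAc released from R1A so a rise in polarization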
phage Ecoli inh = E. coli growth loss with phage present; growth absorbance; inhibition, % at 11.9 µM; 0.26% of 360,000 active; AID 651602; in the data active = inhibition above about 11%
HTR5A inv ag = inverse agonist of human HTR5A in OPRM1-OPRD1 counter-screen; P47898; HTR5A cell line, luminescence, inverse agonism; inhibition, % at 9.3 µM; 0.083% of 340,000 active; in the data active = inhibition mostly above about 23%, no sharp cut-off; inactive = mostly below about 18%;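 note: 0% = cells with DMSO and 100% = no-cell wells with DMSO; some compounds called inactive have numbers as strong as hits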
HTR5A ag = counter-screen for OPRM1-OPRD1 agonists: human HTR5A agonism | P47898 | HTR5A agonist assay, luminescence, cell-based | activation, % at 9.3 µM | 0.61% of 340,000 active | AID 504692; in the data active = activation mostly above about 9.5%, no sharp cut-off; inactive = mostly below about 7.6%;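 note: 0% = cells with vehicle only and 100% = reference agonist; strong numbers were not always called active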
Starred values were filed as active, the others as inactive; / = not tested or not shown. An unsorted share of the library, and some 3.2% of all compounds hit somewhere here.

SMILES	Ecoli viability	SUMO Mot1 rescue	PfHsp90 set2	AddAB inh	MOR-DOR inv ag	DSG3 Ab inh	MOR-DOR ag	PKA-R1A act	phage Ecoli inh	HTR5A inv ag	HTR5A ag
c1ccc(OCCSc2nnc3sc4ccccc4n23)cc1	1.2	-7	-24	2.0	3	107	-0.5	6	1.6	-3	1
O=C1CCC(=O)N1c1nc2nc(-c3ccccc3)cc(-c3ccccc3)n2n1	-2.2	-20	2	0.8	13	100	-2.3	-1	0.0	8	1
CC(=O)c1cccc(N(CC(=O)O)S(C)(=O)=O)c1	-1.4	-6	1	1.9	12	102	-2.9	-8	1.3	-7	5
Cc1ccc(CNc2nc(-c3cccs3)nc3ccccc23)cc1	2.7	14	-7	0.5	-20	110	2.7	-1	1.4	-9	3
O=C(CSCc1ccc([N+](=O)[O-])cc1)NCCSCc1ccccc1	-0.8	/	-12	-2.4	13	106	-2.2	-9	1.0	-9	4
O=C(c1ccc([N+](=O)[O-])cc1)n1nc(-c2ccccc2)nc1NCc1ccc(F)cc1	-3.0	-2	17	-1.9	15	104	-3.3	-4	3.1	34	1
CCOC(=O)c1sc2nc(C)c([N+](=O)[O-])c(COC)c2c1N	-0.3	9	-5	0.5	-37	70	6.7	-5	4.2	-1	0
COc1ccc(Cl)cc1NC(=O)CN(C)CC(=O)Nc1c(C)n(C)n(-c2ccccc2)c1=O	0.2	281*	/	0.4	12	99	-2.9	-16	-0.7	-8	3
O=C1CSC(=NC(=O)c2ccccc2)N1	0.7	-1	28	-0.9	0	91	0.0	-8	0.6	17	4
COc1ccc(CCN(C)C(=O)C2CCCN(C3CCN(Cc4ccccc4)CC3)C2)cc1OC (centres undefined)	0.6	22	0	4.3	-4	98	0.7	-3	2.5	-6	-4
Fc1ccc(Nc2nnc(C(F)(F)F)s2)cc1	2.5	94	12	2.4	6	/	-1.2	3	-0.5	-21	5
COc1cc(OC)c2ccc(=O)oc2c1C(CCN1CCCC(C)C1)c1ccc2c(c1)OCO2 (centres undefined)	-1.2	0	37	2.6	15	108	-2.7	0	2.5	-24	8
Cn1c(-c2ccc(F)cc2)cnc1NCc1ccc(F)cc1F	/	/	1	/	21	119	-4.2	-9	2.9	-10	3
COc1cc(C=O)ccc1OCc1ccccc1Br	1.4	22	-9	1.1	-2	95	0.3	-8	3.5	14	6
CCNC(=O)C(=O)NCC1OCCCN1S(=O)(=O)c1cccs1 (centres undefined)	0.3	10	-3	1.3	7	101	-1.6	-9	4.4	-32	-1
FC(F)(F)c1cnc(-c2cnc(-c3ccccn3)nc2)c(Cl)c1	-3.0	3	-35	-0.3	18	99	-3.5	-16	1.8	-8	3
CN(C)c1ccc(/C=N/OC(=O)Nc2ccccc2Cl)cc1	1.8	419	0	2.7	3	/	-0.7	10	1.5	38	-4
Cc1cc(Nc2cc(C)on2)n2ncnc2n1	-2.4	0	-6	2.1	8	111	-1.7	4	0.8	-15	6
O=C(CSc1nc2ccccc2c(=O)n1-c1cccc(C(F)(F)F)c1)NC1CC1	-0.8	-4	11	-0.2	15	100	-2.9	4	2.6	25	-2
O=C(Nc1cccc(Cl)c1)Nc1ccon1	0.7	-13	-37	4.1	18	100	-3.5	5	2.2	-12	5
CCC(=O)NC(Nc1sc2c(c1C(=O)OC)CCN(C)C2)(C(F)(F)F)C(F)(F)F	-1.8	18	15	-2.2	7	97	-1.1	-8	2.3	-24	4
CN(C)C(=S)Nc1ccc(Cl)cc1	1.6	-5	7	5.6	11	97	-2.2	-2	2.3	-8	3
Cc1ccccc1N=C/C=C1/C=C(c2ccccc2)OC(C)(C)O1	2.0	-11	-12	0.4	-1	112	0.2	-9	0.8	-16	6
COc1cc(/C=C/C(=O)OC2CC3CCC2(C)C3(C)C)ccc1O (centres undefined)	-2.8	-8	-1	4.2	-28	96	5.6	-8	1.5	10	1
CCc1ccc(C(O)(CC)C(CN2CCOCC2)c2ccccc2)cc1 (centres undefined)	/	45	-2	/	-14	/	3.1	6	1.0	-14	4
CCCCCCn1cnc2c(c1=O)c1nc3ccccc3nc1n2/N=C/c1ccco1	/	/	-21	/	9	95	-1.7	1	1.0	-3	1
Cc1cccc(OCc2nnc(SCC(=O)c3cccs3)n2C)c1C	-3.5	-4	/	-0.1	21	93	-4.2	-8	/	-11	-1
OCCC1CN(Cc2nc3c(s2)CCCC3)CCN1Cc1ccsc1 (centres undefined)	1.8	3	15	0.5	5	98	-1.0	-11	1.8	-10	4
O=C(c1ccco1)N1CCN(C(=O)c2ccc(-c3ccc(Cl)cc3)o2)CC1	-2.1	19	-3	-1.5	15	89	-3.4	-1	4.2	0	0
CCOC(=O)N1CCN(Cc2nc3c(c(=O)n(C)c(=O)n3C)n2Cc2ccc(F)cc2)CC1	1.8	-11	11	2.7	7	100	-1.2	-6	1.4	-17	5
Fc1ccc(-c2cnn3c(-c4cccs4)ccnc23)cc1	/	/	6	/	-5	118	0.8	1	8.0	5	-2
CCOC(=O)/C=c1\s/c(=C\c2ccc3c(c2)OCCO3)c(=O)n1CC(=O)NCC1CCCO1 (centres undefined)	-0.4	387	1	-1.4	13	/	-2.1	4	1.3	-14	0
CC(C)(O)C(=O)N=Nc1c(O)[nH]c2ccccc12	-0.8	0	26	1.3	2	96	-0.4	-2	4.0	-8	3
O=C(COc1ccc(Cl)cc1)NCCS(=O)(=O)N1CCN(c2ccc(F)cc2)CC1	-0.8	-2	-6	-1.1	-18	92	3.5	-5	2.0	24	0
O=C(C1CCCCC1)N(CCN1CCCC1)c1nc2ccccc2s1	3.5	-9	-9	2.3	5	120	-0.8	7	0.0	6	2
Cc1c(C(=O)NCCN(C)C)oc2ccc(S(=O)(=O)N3CCC4(CC3)OCCO4)cc12	-0.3	13	38	-1.3	5	/	-0.8	-1	0.5	2	-4
Cc1ccc(Cl)cc1N1CCN(C(=O)C2CCC(=O)N(C3CCCCCC3)C2)CC1 (centres undefined)	0.4	2	-30	2.9	-3	/	0.4	0	0.6	7	9
COc1ccc(CN2C(=NC(=O)C3CC3)SC3CS(=O)(=O)CC32)cc1 (centres undefined)	0.9	-11	18	1.6	15	104	-2.9	-7	0.5	-4	1
CC(C)C(=O)Nc1ccccc1C(=O)OCC(=O)c1ccc2c(c1)OCCO2	1.6	66	2	1.1	10	/	-1.7	-6	2.0	-30	5
CC(=O)Nc1ccc(C(=O)OCC(=O)N(c2ccccc2)C2CCS(=O)(=O)C2)cc1 (centres undefined)	-2.8	9	-10	0.9	8	91	-1.9	10	3.2	-3	1

Seven entries from above, with values under each structure.
Order of results: Ecoli viability, SUMO Mot1 rescue, PfHsp90 set2, AddAB inh, MOR-DOR inv ag, DSG3 Ab inh, MOR-DOR ag, PKA-R1A act, phage Ecoli inh, HTR5A inv ag, HTR5A ag
> CCC(=O)NC(Nc1sc2c(c1C(=O)OC)CCN(C)C2)(C(F)(F)F)C(F)(F)F
 : -1.8, 18, 15, -2.2, 7, 97, -1.1, -8, 2.3, -24, 4
> O=C(c1ccc([N+](=O)[O-])cc1)n1nc(-c2ccccc2)nc1NCc1ccc(F)cc1
 : -3.0, -2, 17, -1.9, 15, 104, -3.3, -4, 3.1, 34, 1
> CC(=O)c1cccc(N(CC(=O)O)S(C)(=O)=O)c1
 : -1.4, -6, 1, 1.9, 12, 102, -2.9, -8, 1.3, -7, 5
> CCCCCCn1cnc2c(c1=O)c1nc3ccccc3nc1n2/N=C/c1ccco1
 : /, /, -21, /, 9, 95, -1.7, 1, 1.0, -3, 1
> COc1ccc(CCN(C)C(=O)C2CCCN(C3CCN(Cc4ccccc4)CC3)C2)cc1OC (centres undefined)
 : 0.6, 22, 0, 4.3, -4, 98, 0.7, -3, 2.5, -6, -4
> COc1cc(OC)c2ccc(=O)oc2c1C(CCN1CCCC(C)C1)c1ccc2c(c1)OCO2 (centres undefined)
 : -1.2, 0, 37, 2.6, 15, 108, -2.7, 0, 2.5, -24, 8
> CCc1ccc(C(O)(CC)C(CN2CCOCC2)c2ccccc2)cc1 (centres undefined)
 : /, 45, -2, /, -14, /, 3.1, 6, 1.0, -14, 4

Next entries:
SMILES	Ecoli viability	SUMO Mot1 rescue	PfHsp90 set2	AddAB inh	MOR-DOR inv ag	DSG3 Ab inh	MOR-DOR ag	PKA-R1A act	phage Ecoli inh	HTR5A inv ag	HTR5A ag
O=C(NC12CC3CC(CC(C3)C1)C2)C12CC3CC(C1)CC(n1cnc(Cl)n1)(C3)C2	-3.2	-13	16	1.4	11	108	-2.6	9	2.5	17	-1
Cc1ccccc1C(=O)NCCNC(=O)c1ccccn1	0.6	2	-14	1.3	-3	102	0.4	-1	1.4	-5	0
Cc1nc2ccc(C(C(F)(F)F)(C(F)(F)F)C(F)(F)F)cc2[nH]1	-0.1	-1	4	-0.7	-2	103	0.4	-4	1.6	-8	0
O=C(c1cnn2c(C(F)(F)F)cc(-c3ccco3)nc12)N1CCCCCC1	0.3	3	-8	3.0	12	/	-3.0	4	1.4	-8	3
CC(=O)c1ccc(OCCCC(=O)NC2CCCCC2C)cc1 (centres undefined)	0.1	-20	-95	3.0	6	110	-0.9	0	0.5	3	6
CSc1ccccc1C(=O)NC1CCCC1	-2.4	116	2	-1.3	-22	103	4.1	6	2.4	-49	3
CS(=O)(=O)c1nc(S(=O)(=O)c2ccc(Cl)cc2)c(NCCCN2CCOCC2)s1	0.8	106	0	2.7	15	97	-2.8	0	1.8	4	-4
COc1ccc(-n2cnnc2SCC(=O)NC2CCCCC2)cc1	-0.4	10	22	1.0	8	93	-1.9	-11	2.4	-8	3
CC[n+]1c(/C=C/Nc2ccccc2)oc2ccccc21	-0.7	-7	-9	1.2	1	137	-0.1	-5	1.6	-26	-2
COc1ccc(C2CC(c3ccccc3)=NN2C(=O)c2ccc(F)cc2)cc1 (centres undefined)	2.3	0	-14	-0.5	-11	108	2.4	2	2.0	-3	1
CC1CCCC(NC(=O)CN2C(=O)NC(C)(c3cc(F)ccc3F)C2=O)C1C (centres undefined)	-5.7	1	/	-3.4	6	100	-1.2	2	4.6	5	-1
Cc1cc(NC(=O)CCC(=O)N(CCC(C)C)C(C(=O)NC2CCCC2)c2ccccc2C)no1 (centres undefined)	1.4	21	28	2.7	3	/	-0.4	8	-1.3	5	-2
O=C(O)c1ccc(COc2ccc3ccccc3c2/C=C2/NC(=O)N(Cc3ccc(F)cc3)C2=O)cc1	/	/	-51	/	1	97	-0.1	-8	1.9	-96	3
CCN(CC)CC(=O)NCC1(c2ccccc2)CCOCC1	-0.3	4	14	2.9	13	98	-2.3	-1	3.0	9	0

From PubChem
